# Screening results (PubChem BioAssay)
# 14-3-3g Raf – modulators of 14-3-3 gamma protein binding, primary screen, biochemical, fluorescence polarization. inhibition, % at 40 µM. 14-3-3 protein gamma (Homo sapiens), P61981. AID 422, 2006. 160,000 compounds, 0.19% hits. FP, 14-3-3gamma / TMR-pS259-Raf peptide binding; in the data active = inhibition above about 30%;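 also: 0% = protein plus tracer without compound and 100% = blank with tracer alone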
# Target sequence (P61981 whole entry, looked up): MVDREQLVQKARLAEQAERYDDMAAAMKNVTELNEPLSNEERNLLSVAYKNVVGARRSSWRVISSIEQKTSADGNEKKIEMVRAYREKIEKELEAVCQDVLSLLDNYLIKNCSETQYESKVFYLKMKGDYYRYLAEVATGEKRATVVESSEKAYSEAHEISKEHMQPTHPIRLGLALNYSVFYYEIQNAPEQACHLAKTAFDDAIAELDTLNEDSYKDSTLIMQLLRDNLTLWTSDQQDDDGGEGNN
# * = called active by the depositor; & = joins results of further samples.
SMILES,14-3-3g Raf
COc1cc2c(cc1OC)C(C(=O)N(C)Cc1ccccc1)C1c3ccccc3CCN1C2=O (stereo unspecified),10.7
CC(=O)c1cccc(NC(=O)c2cc(-c3ccc(C)s3)nc3ccccc23)c1,-3.1
O=C1CCC(c2ccccc2)N1C(=O)c1cccnc1 (stereo unspecified),-7.0
COc1ccc(NS(=O)(=O)c2ccc([N+](=O)[O-])cc2)c([N+](=O)[O-])c1,3.5
O=C(c1cc2c(=O)n3ccccc3nc2s1)N1CCN(Cc2ccc3c(c2)OCO3)CC1,-20.3
CC(C)C(C(=O)OCC(=O)c1ccc(Br)cc1)N1C(=O)C2C3C=CC(C3)C2C1=O (stereo unspecified),3.1
O=C(Nc1cnccn1)C1c2ccccc2Oc2ccccc21,3.7
O=C(Nc1nccs1)C1CCCN(S(=O)(=O)c2cccnc2)C1 (stereo unspecified),-4.8
COC(=O)c1ccc(Nc2nc3c(s2)CCc2ccccc2-3)cc1,-1.6
COc1cccc(C(=O)Nc2nc3c(s2)CCc2ccccc2-3)c1,-4.6
CCOC(=O)CSC1=C(C#N)C(c2ccco2)C(C(=O)Nc2cccc(C(F)(F)F)c2)=C(C)N1 (stereo unspecified),1.2
CC(=O)Oc1ccc(Cl)cc1N1C(=O)c2ccc(-c3nc4ccccc4c(=O)o3)cc2C1=O,-142.7
CCN(C(=O)c1ccc(N2CC3CC(C2)c2cccc(=O)n2C3)c(NC(=O)c2cc3ccccc3oc2=O)c1)c1cccc(C)c1 (stereo unspecified),-2.7
CCN(CC)c1ccc(C=C2N=C(SC)SC2=O)cc1,-133.7
CC(=O)N(c1ccccc1)c1c(F)c(F)c(F)c(F)c1F,-5.8
Cc1nn(C)c(-c2n[nH]c(=S)n2CC(C)C)c1Cl,-3.9
CC(C)(C)c1ccc(-c2nnc(SCC(=O)Nc3nccs3)o2)cc1,-3.5
CCN(CC)S(=O)(=O)c1ccc(-c2csc(=Nc3ccc(C)c(C)c3)n2CC)cc1,-7.0
COc1ccc2nc(Nc3nc(C)c(C(C)=O)s3)sc2c1,0.1
O=C(Nc1nccs1)c1nc(-c2ccccc2)n(-c2ccccc2)n1,-7.7
CC(CCO)Nc1nc2c([nH]1)c(=O)n(C)c(=O)n2C (stereo unspecified),0.2
Cc1nn(C)c(C)c1S(=O)(=O)N1CCN(c2ccc(Cl)cc2)CC1,-0.7
N#Cc1nc(Cc2ccccc2)oc1N1CCN(c2cccc(Cl)c2)CC1,2.5
c1cncc(-c2nc(NCc3ccco3)c3ccccc3n2)c1,-3.2
Cc1ccc2cc(CCNC(=O)c3ccco3)c(=O)[nH]c2c1C,-2.6
Cc1ccccc1C(=O)N1CCN(c2nc(N3CCOCC3)nc(N3CCOCC3)n2)CC1,7.6
Oc1cc2ccccc2cc1CN1COc2ccc3ccccc3c2C1,-4.5
COC(=O)C1C(=O)C2=C(CC1C)NC(C)=C(C(=O)OCCOc1ccccc1)C2c1ccc(F)cc1 (stereo unspecified),-5.9
CCNc1cccc2c1C(=O)N(C)C2=O,-15.5
CCOCCCNC(=O)c1cn(C)c(=O)c2cc(OC)c(OC)cc12,-1.0
C=CCn1c(SC)nc2c(c1=O)C1(CCCCC1)Cc1ccccc1-2,10.9
Cc1ccc(Cn2c(=O)n(CC(=O)NCc3ccco3)c(=O)c3sccc32)cc1,-5.7
Cn1cc(S(=O)(=O)N2CCC(Cc3ccccc3)CC2)c(=O)n(C)c1=O,-3.6
CCn1cc(C(=O)NCc2ccc3c(c2)OCO3)c2cc(OC)c(OC)cc2c1=O,-4.5&10.0
CCOC(=O)CNC(=O)c1cc2cc3cc(OC)ccc3nc2s1,-8.7
CC1CC(C)CN(C(=O)c2c[nH]c3ccc(S(=O)(=O)N4CC(C)CC(C)C4)cc3c2=O)C1 (stereo unspecified),-2.3
Cn1c(=O)c2c(SC3CCCC3)nc(CC(C)(C)C)nc2n(C)c1=O,-3.9
COc1cc(C)c(CNc2ccc(OC)c(OC)c2)cc1C,-19.2
COC(=O)C1=C(NC(=O)c2ccc(S(=O)(=O)N3CCOCC3)cc2)CCS1,-2.8
COc1ccc2c3c(c(=O)oc2c1OCC(N)=O)CCCC3,4.7
CN(C)c1nc(SCCOC(=O)COc2ccc(Cl)cc2Cl)nc(N(C)C)n1,-0.7
CC1(C)CC(=O)C2=C(C1)N=C1c3ccccc3C(=O)C1C2c1cc([N+](=O)[O-])ccc1O (stereo unspecified),-63.7
CC(=O)Nc1ccc(-n2c(CCC(=O)O)ccc2-c2ccc(Br)cc2)cc1,-17.7
N#C/C(=C\c1c[nH]c2ccccc12)C(=O)c1ccc(O)c(O)c1,-5.5
Cc1cccc(N2CCN(C(=O)C3CCCN(S(=O)(=O)c4cccc5cccnc45)C3)CC2)c1C (stereo unspecified),-1.8
CCc1ccccc1NC(=O)CSc1nc2ccccc2c(=O)n1Cc1ccco1,-6.2
O=S(=O)(c1cccc2nonc12)N1CCCc2ccccc21,-14.3
CCOC(=O)c1c(NC(=O)CSc2ncnc3sc(C)c(C)c23)sc2c1CCCC2,-94.7
CCOC(=O)c1ccc(NC(=O)CS(=O)(=O)c2cccc3nsnc23)cc1,1.6
Cc1ccc(N2C(=O)CN(Cc3sccc3C)C2=S)c(C)c1,-5.9
CCNc1nc(OC)nc(Oc2ccc(=O)n(-c3ccccc3)n2)n1,5.2
COCCn1c(=S)[nH]c2cc(C(=O)N3CCN(c4ccccn4)CC3)ccc2c1=O,-6.8
CC1(C)CC2(CCCCC2)NCc2ccccc21,-5.2
COc1cccc(C2NN(C(=O)c3cccc(Br)c3)C3C(=O)N(c4ccccc4Cl)C(=O)C23)c1OC (stereo unspecified),-1.1
CCOC(=O)CC(NC(=O)c1cc2ccccc2oc1=O)c1ccc(C)cc1 (stereo unspecified),3.1
CCS(=O)(=O)Nc1ccc(C2=NN(S(C)(=O)=O)C(c3cccc([N+](=O)[O-])c3)C2)cc1 (stereo unspecified),-213.0
Cc1ccc2[nH]c3c(=O)n(CCN4CCNCC4)cnc3c2c1,-6.9
Cc1ccc(NC(=O)NCC(C)CSc2ccc(Cl)cc2)cc1C (stereo unspecified),1.6
CC1(C)CC(=O)C2=C(C1)N(Cc1ccco1)C(=O)C2(NC(=O)C1CCCCC1)C(F)(F)F (stereo unspecified),-16.9
CC1CCCC(N2CCC(N3CCN(CCO)CC3)CC2)C1 (stereo unspecified),4.0

# Carrying on:
SMILES,14-3-3g Raf
Cc1cccc(NC(=O)c2cccc(S(=O)(=O)Nc3ccccc3C(=O)O)c2)c1,-7.0
CCc1ccc2nc(N3CCC(C(=O)NCCCN4CCC(N5CCCCC5)CC4)CC3)sc2c1,-10.2
O=C(O)CCC(=O)N1CCCc2ccccc21,3.4
Cc1cc(NC(=O)Cn2cnc3c2c(=O)n(C)c(=O)n3C)n(-c2ccccc2)n1,-2.4
O=C(c1ccc(OCc2ccccc2)cc1)N1CCN(c2ccc([N+](=O)[O-])cc2Cl)CC1,-1.1
O=C(Nc1ccc(S(=O)(=O)N2CCCCC2c2cccnc2)cc1)c1ccccc1Br (stereo unspecified),-13.7
CCOc1nn(-c2nc(-c3ccc(F)cc3)cc(C(F)(F)F)n2)cc1[N+](=O)[O-],-0.6
CCc1ccc(-n2nc3ccc(NC(=O)c4ccc(OC(C)C)cc4)cc3n2)cc1,-5.5
Cc1cc2c(NCc3ccc(Cl)cc3)ncnc2s1,-5.0
O=C(O)c1cccc(NC(=O)c2ccc(Cl)c(S(=O)(=O)N3CCCCCC3)c2)c1,-5.2
O=C(NCCCN1CCN(c2ccccc2F)CC1)C1CCC(=O)N1C1CCCCC1 (stereo unspecified),-6.8&-4.8
Cc1ncc(CO)c2cc(-c3nnc(Nc4ccc(Oc5ccccc5)cc4)s3)c(=O)oc12,-41.3
CCOc1ccccc1NS(=O)(=O)c1ccc(OC)c(OC)c1,3.6&3.5
Oc1ccccc1C=NC1c2ccccc2OC2(N=Cc3ccccc3O)CCCCC12 (stereo unspecified),2.5
Cc1nc(N2CCOCC2)c2cc(C)sc2n1,-1.0
COc1cccc2cc(C(=O)C3=C(O)C(=O)N(Cc4ccco4)C3c3cccnc3)oc12 (stereo unspecified),-11.6
Cc1ccccc1Cn1c(C=Cc2ccccc2)nc2ccccc21,-3.5
O=C(c1ccc2c(c1)N(Cc1ccccc1F)C(=O)c1ccccc1S2)N1CCN(Cc2ccccc2)CC1,-1.1
COc1ccc2c(oc(=O)c3ccccc32)c1C,-3.2
CCOC(=O)NCCc1c(C)nc2c(c(C)nn2C(C)(C)C)c1C,-1.2
CCCCCc1ccc(-c2ccc(C(=N)N)cc2)cc1,-0.9
COC(=O)c1cc2sccc2n1CC(=O)Nc1cc(OC)cc(OC)c1,-3.1
CCCCNC(=O)c1cc2c(=O)n3cccc(C)c3nc2n(Cc2ccccc2)c1=N,-12.8
O=C(Nc1cccc(F)c1)c1cc(-c2ccc(Cl)cc2)nc2ccccc12,-2.3
O=C(NCCn1cc(SCc2cccc(F)c2)c2ccccc21)c1ccc(F)cc1,4.9
CC(C)(C)NC(=O)CSc1nccn1Cc1ccccc1,0.5
c1ccc(C2NCCS2)cc1 (stereo unspecified),9.8
CN(C)S(=O)(=O)c1ccc(NC(=O)c2ccccn2)cc1,5.6
O=C1c2ccccc2-c2cc(Cl)nc3ccc(Nc4ccccc4)c1c23,-10.9
CCOCCn1cnc2sc(C(=O)NCc3ccc(F)cc3)c(C)c2c1=O,3.1
N=c1c2c(-c3ccccc3)c(-c3ccccc3)oc2ncn1CCCO,0.0
Cc1cccc(-c2nc3cc(NC(=O)c4ccc([N+](=O)[O-])o4)ccc3o2)c1,-31.2
O=C(O)c1ccc(Nc2nc(-c3cc4ccccc4oc3=O)cs2)cc1O,-10.2
COc1ccc(Cn2c(=O)[nH]c3cc(C(=O)NCCCN4CCOCC4)ccc3c2=O)cc1,-7.6
CCOc1ccccc1NC(=O)c1c(NC(=O)c2ccccc2Cl)sc2c1CCCC2,-10.1
CCOCCCNC(=O)C1CCC(=O)N1CCc1ccccc1 (stereo unspecified),-4.6
c1coc(-c2nn3c(-c4ccco4)nnc3s2)c1,-0.8
N#C/C(=C\c1ccc[nH]1)Sc1nc2ccccc2s1,-14.5
Cc1cccc(Nc2cc(C(=O)NCc3ccc4c(c3)OCO4)c3ccccc3n2)c1C,-42.3
CCOC(=O)CSC1=C(C#N)C(c2ccc(C)cc2)C2=C(CCCC2=O)N1 (stereo unspecified),6.0
O=C(NCCC(=O)N1CCN(c2ncccn2)CC1)c1ccccc1,0.8
Cc1ccc(C)c(-c2nc3ccc(N)cc3[nH]2)c1,-11.5&-28.6
Cc1cc(C(=O)COC(=O)Cn2c(C(F)(F)F)nc3ccccc32)c(C)n1Cc1ccco1,-13.5
O=C(Oc1cccc2cccnc12)c1cc([N+](=O)[O-])ccc1Cl,5.6
Cc1ccc(NC(=O)Cn2cnc3sc(C(=O)Nc4cccc(C(F)(F)F)c4)c(C)c3c2=O)cc1Cl,-22.7
CC(C)CN(CC(C)C)S(=O)(=O)N1CCC(C(=O)N2CCc3ccccc3C2)CC1,2.8
Cc1oc(/N=C/c2cccc3ccccc23)c(C#N)c1C,-26.6
CCCCOC(=O)C1=C(C)Nc2nnnn2C1c1ccccc1C (stereo unspecified),14.7
CCOC(=O)c1[nH]c2ccc(F)cc2c1NC(=O)c1cc(OC)c(OC)c(OC)c1,-6.0
C=CCn1c(SCC(=O)Nc2ccc3c(c2)OCO3)nc2sc3c(c2c1=O)CCC3,6.1
CCCCOc1ccc(-c2nnc3n2N=C(c2ccc(Br)s2)CS3)cc1,-6.2
CCCOC(=O)c1ccc(N/C=c2\c(C)c(C#N)c3nc4ccccc4n3c2=O)cc1,-45.5
CCC(C)Oc1cccc(OCCCCN2C(=O)NC(C)(C)C2=O)c1 (stereo unspecified),11.1
CCC(C(=O)n1nnc2ccccc21)c1ccccc1 (stereo unspecified),-2.6
O=C(NC1CCN(Cc2ccccc2)CC1)c1cccn2c(=O)c3cc(Cl)ccc3nc12,-2.1
CC(C)c1ccc(NS(=O)(=O)c2ccc3nc(-c4ccccc4)[nH]c3c2)cc1,-13.1
Cc1cccc(C(=O)Nc2cccc(-c3nc4ccccc4o3)c2)c1,-173.6
COc1cc(NC(=O)c2cc(CC(C)C)on2)c(OC)cc1Cl,3.5
Cc1[nH]c2ccccc2c1C(c1ccccn1)N1CCN(c2ccccc2F)CC1 (stereo unspecified),-0.5
CCC(=O)N1c2ccc(S(=O)(=O)N(CC)CC)cc2CC1C (stereo unspecified),-14.4

# The listing continues:
SMILES,14-3-3g Raf
COC(=O)c1ccc(Nc2ncnc3c2cnn3-c2cccc(C)c2)cc1,-6.4
CCOc1ccc2nc(NC(=O)Cn3cnc4c3c(=O)n(C)c(=O)n4C)sc2c1,-7.6
O=C(OCC(=O)N1CCCCCC1)c1n[nH]c(=O)c2ccccc12,1.1
COCC(=O)Nc1sc2c(c1C(=O)OC)C(C(=O)OC)CC2 (stereo unspecified),-5.0
O=C(NCCO)C(=O)NCc1cccnc1,-2.2
CCCC(=O)NC(Nc1ccc(S(=O)(=O)Nc2cc(C)on2)cc1)(C(F)(F)F)C(F)(F)F,7.2

# Molecules listed so far containing bromine (5):
SMILES,14-3-3g Raf
CC(C)C(C(=O)OCC(=O)c1ccc(Br)cc1)N1C(=O)C2C3C=CC(C3)C2C1=O (stereo unspecified),3.1
CC(=O)Nc1ccc(-n2c(CCC(=O)O)ccc2-c2ccc(Br)cc2)cc1,-17.7
COc1cccc(C2NN(C(=O)c3cccc(Br)c3)C3C(=O)N(c4ccccc4Cl)C(=O)C23)c1OC (stereo unspecified),-1.1
O=C(Nc1ccc(S(=O)(=O)N2CCCCC2c2cccnc2)cc1)c1ccccc1Br (stereo unspecified),-13.7
CCCCOc1ccc(-c2nnc3n2N=C(c2ccc(Br)s2)CS3)cc1,-6.2

# Ordered by length of the SMILES (largest number first): part of the list above
SMILES,14-3-3g Raf
CCCC(=O)NC(Nc1ccc(S(=O)(=O)Nc2cc(C)on2)cc1)(C(F)(F)F)C(F)(F)F,7.2
CCOc1ccc2nc(NC(=O)Cn3cnc4c3c(=O)n(C)c(=O)n4C)sc2c1,-7.6
COCC(=O)Nc1sc2c(c1C(=O)OC)C(C(=O)OC)CC2 (stereo unspecified),-5.0

# Some of the compounds tested, so the mix of outcomes need not match the whole.
